Source: PubChem BioAssay (The Scripps Research Institute Molecular Screening Center)
MITF primary = MITF inhibitors, primary screen, biochemical, AlphaScreen, human | Microphthalmia-associated transcription factor (Homo sapiens), O75030 | AlphaScreen MITF homodimerization, bead proximity signal | inhibition, % at 2.6 µM | 650,000 compounds, 0.91% hits; in the data active = inhibition above about 50%;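 note: 0% = vehicle wells with protein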
Target sequence (O75030 whole entry, looked up): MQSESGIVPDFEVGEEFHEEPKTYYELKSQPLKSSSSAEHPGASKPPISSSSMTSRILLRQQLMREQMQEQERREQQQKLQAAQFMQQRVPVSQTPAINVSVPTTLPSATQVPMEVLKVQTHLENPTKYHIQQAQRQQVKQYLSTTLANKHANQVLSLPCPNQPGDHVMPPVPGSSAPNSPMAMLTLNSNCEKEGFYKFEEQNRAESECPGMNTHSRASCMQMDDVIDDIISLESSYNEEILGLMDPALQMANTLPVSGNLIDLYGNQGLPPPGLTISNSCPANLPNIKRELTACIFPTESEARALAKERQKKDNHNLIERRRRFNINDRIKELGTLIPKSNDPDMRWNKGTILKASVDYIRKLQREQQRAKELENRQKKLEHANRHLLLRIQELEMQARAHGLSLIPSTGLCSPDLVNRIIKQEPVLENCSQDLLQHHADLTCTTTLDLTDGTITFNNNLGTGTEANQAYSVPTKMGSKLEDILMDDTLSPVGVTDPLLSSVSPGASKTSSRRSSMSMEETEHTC
TEAD-YAP inh = TEAD-YAP interaction inhibition, primary screen, TEAD-YAP interaction inhibitor project, luminescence, HEK-TIYL cells; TEAD-Gal4/YAP UAS-luciferase luminescence; inhibition, % at 9.12 µM; 640,000 compounds, 1.4% hits; in the data active = inhibition above about 32%;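 note: 0% = median of test compound wells and 100% = reference inhibitor wells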
GPR151 activ = activators of human GPR151, primary screen, cell-based, PathHunter beta-arrestin, luminescence | PathHunter beta-arrestin GPR151 cells | activation, % at 11.2 µM | AID 1508602, 2020 | 650,000 compounds, 1% hits | G-protein coupled receptor 151 (Homo sapiens), Q8TDV0; in the data active = activation above about 4.9%;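 note: 0% = median of compound wells and 100% = cells with positive control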
Target sequence (Q8TDV0 whole entry, looked up): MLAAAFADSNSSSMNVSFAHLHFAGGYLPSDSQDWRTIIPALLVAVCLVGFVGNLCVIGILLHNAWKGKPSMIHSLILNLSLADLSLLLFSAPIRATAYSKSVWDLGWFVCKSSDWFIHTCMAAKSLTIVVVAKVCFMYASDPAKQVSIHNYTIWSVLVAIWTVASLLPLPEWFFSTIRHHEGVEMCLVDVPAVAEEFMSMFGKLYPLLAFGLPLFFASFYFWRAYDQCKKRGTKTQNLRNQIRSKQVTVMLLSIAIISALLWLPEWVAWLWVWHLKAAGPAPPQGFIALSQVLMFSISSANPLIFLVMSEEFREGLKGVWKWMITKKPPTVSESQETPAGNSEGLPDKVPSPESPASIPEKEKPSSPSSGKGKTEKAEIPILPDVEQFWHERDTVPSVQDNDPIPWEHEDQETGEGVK
FBW7 activator = FBW7 E3 ligase activators, primary screen, biochemical, AlphaScreen, human | 650,000 compounds, 0.13% hits | normalized activity (activation), % at 26.1 µM | F-box/WD repeat-containing protein 7 (Homo sapiens), Q969H0 | AlphaScreen FBW7–phospho-cyclin E peptide binding, activator screen; in the data active = normalized activity above about 1.9%;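 note: purified mutant Fbw7 with reduced substrate affinity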
Numbers without * were called inactive.

(1) CCS(=O)(=O)C1=NN2C(=N)/C(=C\c3cccc4ccccc34)C(=O)N=C2S1
(2) COc1ccc(CCNC(=O)COC(=O)c2cccs2)cc1OC
(3) O=C(Nc1ccc(Oc2ccc(Cl)cc2)cc1)c1cc2ccccc2o1
(4) Cc1ccccc1OCC(=O)Nc1ccc(S(=O)(=O)N2CCOCC2)cc1
(5) O=C(Nc1ccc(O)c(-c2nc3ccccc3o2)c1)c1ccc(Br)o1

assay / entry,1,2,3,4,5
MITF primary,3,-6,1,-3,11
TEAD-YAP inh,10,-5,6,-10,5
GPR151 activ,0.9,-0.6,1.1,-1.8,-0.3
FBW7 activator,-0.2,0.1,0.1,0.1,0.7

(6) COc1cc(CN2CCCC(O)C2)cc(Br)c1O (stereo not given)
(7) CC1CC(NC(=O)c2cc3c(=O)n4ccccc4nc3n2C)CC(C)(C)C1 (stereo not given)
(8) COC(=O)C1=CN(CCc2ccc(OC)cc2)C=C(C(=O)OC)C1c1ccccc1Cl
(9) CSc1cccc(N2C(=O)C3CCCN3C2=S)c1 (stereo not given)
(10) CC(=O)N1CCc2cc(C(=O)CN3CC(C)CC(C)C3)ccc21 (stereo not given)

assay / entry,6,7,8,9,10
MITF primary,7,7,11,2,12
TEAD-YAP inh,-2,6,13,8,-1
GPR151 activ,-0.2,1.6,-0.6,1.0,6.2*
FBW7 activator,-0.3,0.5,0.9,-0.2,0.3

(11) CCOC(=O)c1sc2nc(CC(=O)OC)nc(Nc3ccc(C)cc3Br)c2c1C
(12) CCOC(=O)c1sc(C)c2c1NC(c1ccc(Br)cc1)N(Cc1ccccc1)C2=O (stereo not given)
(13) CC(C)CCC(=O)N1CCc2nnc(CNC(=O)CCc3cccnc3)n2CC1
(14) COC(c1ccc2c(c1)CN(C(=O)C1CCOC1)CCO2)C1CCCCC1 (stereo not given)
(15) COc1ccc(/C=C2/C(=O)NN(c3ccccc3)C2=O)c(OC)c1

assay / entry,11,12,13,14,15
MITF primary,7,-21,11,3,-3
TEAD-YAP inh,9,-3,9,1,13
GPR151 activ,-0.3,0.0,0.5,0.7,2.2
FBW7 activator,0.0,0.3,0.1,0.0,-0.1

(16) O=C(Oc1ccc(/C=c2/sc3nc4ccccc4n3c2=O)cc1)c1ccccc1
(17) CC(=O)Nc1ccc(NC(=O)Cc2ccc(Cl)c(Cl)c2)cc1
(18) CCCCN(C)C(=O)CC1(c2cccc(F)c2)CC(=O)N(Cc2cccnc2)C1=O (stereo not given)
(19) O=C(CNC(=S)N(CCCN1CCOCC1)Cc1cccs1)NCCc1ccccc1
(20) Cc1cccc(/C=N/NC(=O)Cc2cccc3ccccc23)c1O

assay / entry,16,17,18,19,20
MITF primary,-7,-1,11,10,1
TEAD-YAP inh,2,5,8,-1,-3
GPR151 activ,-0.1,2.1,-0.1,-1.1,-0.4
FBW7 activator,0.2,0.0,0.0,0.0,0.1

(21) Cc1ccc(CSc2nc(N)c(NC(=O)c3ccco3)c(=O)[nH]2)cc1
(22) COc1ccc(-c2csc(Nc3cccc(Cl)c3C)n2)cc1
(23) NS(=O)(=O)c1ccc(CCNC(=O)c2cc([N+](=O)[O-])ccc2N2CCCCC2)cc1
(24) O=C(Nc1ccccc1[N+](=O)[O-])c1c(F)cccc1F
(25) COc1ccc(-n2c(SCC(=O)N3CCCC3)nc3cc(C(=O)NCc4ccco4)ccc3c2=O)cc1OC

assay / entry,21,22,23,24,25
MITF primary,-7,-14,5,11,-9
TEAD-YAP inh,0,-3,-6,7,7
GPR151 activ,0.5,0.0,0.2,1.0,0.2
FBW7 activator,0.0,-0.2,0.1,-0.2,0.0

(26) CCN1CCN(C(=O)c2cc3c(=O)n(CC)c4ccccc4c3s2)CC1
(27) CC(C)n1c(=O)n(CC(=O)N2CCCCCC2)c2cccnc21
(28) COc1ccc(/C=C/CN2CCc3nnc(C(CC(C)C)NC(C)=O)n3CC2)cc1 (stereo not given)
(29) C=CCN1C(=O)/C(=C\c2cc(C)n(-c3ccc(F)cc3)c2C)C(=O)NC1=S
(30) CCOC(=O)C1=C(C)NC(=O)NC1c1cc(Cl)c(O)c(OC)c1 (stereo not given)

assay / entry,26,27,28,29,30
MITF primary,6,11,9,-22,12
TEAD-YAP inh,0,19,-3,3,-14
GPR151 activ,-0.5,0.3,-1.3,-0.7,0.6
FBW7 activator,0.1,-0.1,0.2,0.1,-0.6

(31) CCC(C)NS(=O)(=O)c1ccc(NS(=O)(=O)c2cc(Cl)ccc2Cl)cc1 (stereo not given)
(32) Cc1ccc(/C=C2\SC(N3CCN(C)CC3)=NC2=O)cc1
(33) O=C(Cc1ccc(-n2cccc2)cc1)N1CCCC1
(34) CCCCNS(=O)(=O)c1ccc(NS(=O)(=O)Cc2ccccc2)cc1
(35) CC1CCCCC1NS(=O)(=O)c1cc(C(=O)Nc2ccc(Br)cc2)ccc1F (stereo not given)

assay / entry,31,32,33,34,35
MITF primary,-1,23,3,-5,1
TEAD-YAP inh,7,5,5,1,13
GPR151 activ,-0.1,-2.2,-0.8,2.7,-0.4
FBW7 activator,-0.1,0.0,-0.1,-0.1,-0.1

(36) CCOc1ccc(OCC)c(C2C(C#N)=C(N)Oc3[nH]c(=O)[nH]c(=O)c32)c1 (stereo not given)
(37) CCn1nc(C)c(CN2CCN(CC3CCCCC3)C(CCO)C2)c1C (stereo not given)
(38) COc1cc(CC(C)N2CCC3(CC2)CC3C(=O)NCc2ccco2)ccc1O (stereo not given)
(39) O=CN1CCCN(c2nc3nonc3nc2NC2CCCC2)CC1
(40) CCc1ccc(N(CC(=O)NCCOC)S(C)(=O)=O)cc1

assay / entry,36,37,38,39,40
MITF primary,-18,11,-9,6,-10
TEAD-YAP inh,1,3,3,9,-6
GPR151 activ,1.0,-0.2,0.8,-1.2,-0.1
FBW7 activator,-0.6,0.0,0.0,0.1,0.0

(41) Cc1ccc(NC(=O)CSc2nc3n[nH]c(C)c3c(=N)n2-c2ccc(C)c(C)c2)cc1
(42) O=C(NNC1=Nc2cc([N+](=O)[O-])ccc2OC1)c1ccccc1Cl
(43) Cc1cn2c3c(=O)[nH]c(=O)n(C)c3nc2n1CCc1ccccc1
(44) O=C(CCn1c(=O)[nH]c2ccccc21)NCC1Cc2cccc(-c3ccncc3)c2O1 (stereo not given)
(45) C=CCN1C(=O)/C(=C\c2ccc(-c3ccccc3[N+](=O)[O-])o2)C(=O)NC1=S

assay / entry,41,42,43,44,45
MITF primary,-5,22,5,-12,16
TEAD-YAP inh,19,-12,0,-1,-6
GPR151 activ,1.7,-0.2,-0.1,-1.2,0.7
FBW7 activator,-0.2,0.1,-0.1,-0.2,-0.1

Excerpt, nos. 32–45
(32) Cc1ccc(/C=C2\SC(N3CCN(C)CC3)=NC2=O)cc1
(33) O=C(Cc1ccc(-n2cccc2)cc1)N1CCCC1
(34) CCCCNS(=O)(=O)c1ccc(NS(=O)(=O)Cc2ccccc2)cc1
(35) CC1CCCCC1NS(=O)(=O)c1cc(C(=O)Nc2ccc(Br)cc2)ccc1F (stereo not given)
(36) CCOc1ccc(OCC)c(C2C(C#N)=C(N)Oc3[nH]c(=O)[nH]c(=O)c32)c1 (stereo not given)
(37) CCn1nc(C)c(CN2CCN(CC3CCCCC3)C(CCO)C2)c1C (stereo not given)
(38) COc1cc(CC(C)N2CCC3(CC2)CC3C(=O)NCc2ccco2)ccc1O (stereo not given)

assay / entry,32,33,34,35,36,37,38
MITF primary,23,3,-5,1,-18,11,-9
TEAD-YAP inh,5,5,1,13,1,3,3
GPR151 activ,-2.2,-0.8,2.7,-0.4,1.0,-0.2,0.8
FBW7 activator,0.0,-0.1,-0.1,-0.1,-0.6,0.0,0.0

(39) O=CN1CCCN(c2nc3nonc3nc2NC2CCCC2)CC1
(40) CCc1ccc(N(CC(=O)NCCOC)S(C)(=O)=O)cc1
(41) Cc1ccc(NC(=O)CSc2nc3n[nH]c(C)c3c(=N)n2-c2ccc(C)c(C)c2)cc1
(42) O=C(NNC1=Nc2cc([N+](=O)[O-])ccc2OC1)c1ccccc1Cl
(43) Cc1cn2c3c(=O)[nH]c(=O)n(C)c3nc2n1CCc1ccccc1
(44) O=C(CCn1c(=O)[nH]c2ccccc21)NCC1Cc2cccc(-c3ccncc3)c2O1 (stereo not given)
(45) C=CCN1C(=O)/C(=C\c2ccc(-c3ccccc3[N+](=O)[O-])o2)C(=O)NC1=S

assay / entry,39,40,41,42,43,44,45
MITF primary,6,-10,-5,22,5,-12,16
TEAD-YAP inh,9,-6,19,-12,0,-1,-6
GPR151 activ,-1.2,-0.1,1.7,-0.2,-0.1,-1.2,0.7
FBW7 activator,0.1,0.0,-0.2,0.1,-0.1,-0.2,-0.1

(next part)
(46) COc1ccc(C(=O)Nc2ccccc2C(=O)NC(C(=O)N2CCCCCC2)C(C)C)cc1 (stereo not given)
(47) CCCCOC1(OCCCC)N=C(N)C2(C#N)C(c3ccc(F)cc3)C12C#N (stereo not given)
(48) CC(=Nc1cc(C(=O)c2ccccc2)ccc1N)C1=C(O)CC(C)(C)CC1=O
(49) CC(C)(C)N(Cc1ccccc1)C(=O)COC(=O)Cn1[nH]c(=O)c2ccccc2c1=O
(50) O=C(Cc1ccccc1)N1CCC(C(=O)N2CCC(c3ccncc3)CC2)CC1

assay / entry,46,47,48,49,50
MITF primary,19,4,5,12,10
TEAD-YAP inh,0,-3,-28,9,4
GPR151 activ,0.3,0.8,-1.1,1.7,3.3
FBW7 activator,0.0,0.5,-0.1,0.4,0.1

(51) COc1ccc(NC(=S)NCc2ccccn2)cc1OC
(52) CCOC(=O)CNC(=O)c1cn(C)c(=O)c2ccccc12
(53) CC(=O)NC(Cc1ccccc1)C(=O)NC1CCN(C(=O)c2cccs2)CC1 (stereo not given)
(54) CC(=O)N1C(C(=O)O)CSC1c1ccc(C)cc1 (stereo not given)
(55) Cc1ccc(S(=O)(=O)N2N=C(c3ccc(Cl)cc3)CC2c2cccc([N+](=O)[O-])c2)cc1 (stereo not given)

assay / entry,51,52,53,54,55
MITF primary,9,13,14,-21,5
TEAD-YAP inh,11,3,7,1,0
GPR151 activ,-3.2,-1.0,1.1,1.1,0.9
FBW7 activator,0.3,0.4,0.0,-0.3,0.1

(56) O=C(O)c1ccc(NS(=O)(=O)c2cccc3ccccc23)cc1
(57) Cc1ccc(-n2nc(C)c(C=O)c2Cl)cc1
(58) O=C(c1nc2ccc(Cl)cn2c1CN1CCC(CO)CC1)N1CCc2ccccc2C1
(59) Cc1ccc(/C=N/NC(=O)Cc2ccc(Cl)cc2)c(O)c1
(60) COc1cc(N2CCCC2)c(OC)cc1CN1CCc2nc(C)[nH]c(=O)c2C1

assay / entry,56,57,58,59,60
MITF primary,16,-9,13,-9,21
TEAD-YAP inh,2,-5,0,14,17
GPR151 activ,-0.5,-1.0,-1.0,-1.3,0.1
FBW7 activator,-1.4,-0.1,0.6,-0.8,0.1

(61) Cc1c(C(=O)Nc2ccc(CCC3CCN(C)CC3C)cc2)cnn1C (stereo not given)
(62) Cc1cc(C(F)F)n2nc(C(=O)NC3(c4ccc(F)cc4)CCCC3)nc2n1
(63) O=C(Nc1ccnn1C1CCN(Cc2ccc(-c3ccco3)cc2)CC1)C1CC1
(64) COc1cccc(NC(=O)c2ccc(NCc3ccc(C)cc3)c([N+](=O)[O-])c2)c1
(65) Cc1c(NC(=S)N/N=C/c2ccc(O)cc2)c(=O)n(-c2ccccc2)n1C

assay / entry,61,62,63,64,65
MITF primary,6,-5,0,0,-5
TEAD-YAP inh,-41,-3,-19,1,4
GPR151 activ,0.9,-0.3,0.1,-0.1,-0.5
FBW7 activator,0.2,-0.1,-0.1,-0.1,-0.2

(66) O=C1/C(=C/c2ccc(-c3ccc([N+](=O)[O-])cc3)o2)C=C(c2ccccc2)N1c1ccc(Nc2ccccc2)cc1
(67) O=C(NCC(c1ccco1)N1CCc2ccccc21)Nc1ccccc1 (stereo not given)
(68) Clc1cccc(CN2CCN(CC3CC4C=CC3C4)CC2)c1 (stereo not given)
(69) COc1ccccc1N=C(C)C1=C(O)CSC1=O
(70) FC(F)(F)c1cccc(CNc2ccnc(Nc3ncccn3)n2)c1

assay / entry,66,67,68,69,70
MITF primary,13,-4,74*,3,1
TEAD-YAP inh,-10,3,-1,-3,0
GPR151 activ,-0.7,0.7,0.8,-0.1,2.4
FBW7 activator,-0.1,-0.1,-0.1,0.0,-0.1

(71) COc1ccccc1NC(=O)C(=O)NNS(=O)(=O)c1ccc2ccccc2c1
(72) Cc1cccc2c1CC(C)(C)NC2=C(C#N)C#N
(73) Cc1ccc(N(CC(N)=O)S(=O)(=O)c2ccc(Cl)cc2)cc1
(74) O=C(CNC(=S)N(CCCN1CCOCC1)Cc1cccs1)N1CCC2(CC1)OCCO2
(75) Cc1nc(N2CCN(C)CC2)c2c(C)c(C(=O)NC3CCCCC3)sc2n1
(76) Cc1ccc2nc(NCCNC(=O)c3ccncc3)c(C#N)cc2c1
(77) CCOc1ccccc1C1C(C(=O)OC(C)C)=C(C)Nc2nnnn21 (stereo not given)
(78) CCCCOC1(C)NC(=O)N(C(C)(C)C)C(=O)C1(Cl)Cl (stereo not given)

assay / entry,71,72,73,74,75,76,77,78
MITF primary,0,5,5,9,3,5,9,-7
TEAD-YAP inh,1,-19,0,-3,-5,9,7,3
GPR151 activ,-1.9,-0.4,0.2,-0.6,0.8,0.5,0.2,-0.5
FBW7 activator,1.1,0.3,0.8,-0.1,0.9,0.0,0.0,0.0
